# CHT allo act – human CHT allosteric activation; 0.49% of 310,000 active; Q9GZV3; AID 488977; CHT-expressing cells, membrane potential dye, choline EC20; stronger effect = higher value; LV-AA mutant CHT in HEK293 cells; B-score at 10 µM;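 active = initial fluorescence not abnormally high and integrated response B-score, plate-corrected, over 3 SD above library mean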
# Target sequence (Q9GZV3 whole entry, looked up): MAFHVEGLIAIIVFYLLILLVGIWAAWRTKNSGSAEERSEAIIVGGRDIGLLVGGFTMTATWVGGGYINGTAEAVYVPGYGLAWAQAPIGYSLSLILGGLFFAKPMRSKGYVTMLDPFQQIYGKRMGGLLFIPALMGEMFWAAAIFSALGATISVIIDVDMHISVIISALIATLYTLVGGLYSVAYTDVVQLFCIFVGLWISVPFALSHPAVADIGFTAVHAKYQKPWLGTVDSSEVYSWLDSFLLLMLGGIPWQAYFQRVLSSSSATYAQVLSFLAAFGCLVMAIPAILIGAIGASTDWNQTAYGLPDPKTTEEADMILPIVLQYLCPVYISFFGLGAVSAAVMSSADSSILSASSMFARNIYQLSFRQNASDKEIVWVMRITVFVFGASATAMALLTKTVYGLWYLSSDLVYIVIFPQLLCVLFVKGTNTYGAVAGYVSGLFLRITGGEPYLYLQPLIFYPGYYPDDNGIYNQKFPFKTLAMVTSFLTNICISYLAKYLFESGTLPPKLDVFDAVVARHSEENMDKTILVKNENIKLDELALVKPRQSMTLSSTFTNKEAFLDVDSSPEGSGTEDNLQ
# CHT inh – inhibitors of human choline transporter CHT; B-score at 10 µM; CHT-expressing cells, membrane potential dye, choline response; stronger effect = lower value; 0.86% of 310,000 active; Q9GZV3;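 active = B-score over 3 SD under the library average, and starting fluorescence ratio not unusually high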;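 also: choline stimulus applied at its EC90 after an EC20 pre-addition; B-score computed on integrated fluorescence ratio after choline addition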
# The depositor's hits bear a star; i = inactive.
SMILES,CHT allo act,CHT inh
COc1ccc(N(CC(O)CN2CCOCC2)S(=O)(=O)c2ccccc2)cc1 (centres undefined),i,i
O=C(NCCN1CCOCC1)C1CCCN(S(=O)(=O)c2ccc(F)cc2)C1 (centres undefined),i,i
CCS(=O)(=O)c1ccc2oc(SCC(=O)NCCC3=CCCCC3)nc2c1,i,i
CC1(C)CC(=O)CC(C2(O)C(=O)N(Cc3ccccc3)c3ccccc32)O1 (centres undefined),i,i
O=C(/C=C/c1ccco1)NC(=S)N1CCCCC1,i,i
NC(=O)c1ccc(NC(=O)CSc2nncn2-c2ccccc2)cc1,i,i
Oc1[nH]c(N=C2N=c3ccccc3=N2)c2ccccc12,i,i
Cc1ccc(C(=O)N/N=C2\CC3CC=CC23)c(C)c1 (centres undefined),i,i
COCCNC(=O)C(c1ccc(F)cc1)N(C(=O)CCC(=O)Nc1ccccn1)C1CCCCC1 (centres undefined),i,i
O=C1c2ccccc2C(=O)N1Cc1nc(-c2ccncc2)no1,i,i
CCC(=O)Nc1ccc(S(=O)(=O)NCC2CCCO2)cc1 (centres undefined),i,i
COc1ccc(N2CCN(C(=O)c3nc4nc(C)cc(C)n4n3)CC2)cc1,i,i
CCc1cc2c(=O)n(Cc3ccco3)c(SCC(=O)NC3CCS(=O)(=O)C3)nc2s1 (centres undefined),i,i
CCOC(=O)N1CCN(C(=O)COc2cc(=O)n(C)c3ccccc23)CC1,i,i
Cc1cc(C)c(S(=O)(=O)c2ccccc2C)c(N(C)C)n1,i,i
CC(C)c1nc(SCC(=O)N2CC(=O)Nc3ccccc32)c2ccccc2n1,i,i
COc1ccc(C(=S)N2CCOCC2)cc1OC(=O)c1cccc([N+](=O)[O-])c1,i,i
CCc1ccc(CC2S/C(=C(\C#N)C(C)=O)NC2=O)cc1 (centres undefined),i,i
COc1ccc(NC(=O)CCCc2nnc3n(C)c(=O)c4sccc4n23)cc1,i,i
COc1ccc(OC)c(C(=O)NC(CC(N)=O)c2ccc(NCc3ccccn3)c([N+](=O)[O-])c2)c1 (centres undefined),i,i
CCOC(=O)CC1C(=O)NCCN1S(=O)(=O)c1ccc(Cl)cc1 (centres undefined),i,i
O=C(Cn1cnc2c(nnn2-c2ccccc2)c1=O)N1CCCc2ccccc21,i,i
Cc1ccc(NC(=O)c2cc(=O)[nH]c3ccccc23)cc1C,i,i
CCOC(=O)c1sc(=S)n(Cc2ccccc2)c1C,i,i
Cc1ccccc1OCCNC(=O)CSc1ccc(C(F)(F)F)cc1[N+](=O)[O-],i,i
N#Cc1c(NC(=O)CSc2ncn[nH]2)sc2c1CCCC2,i,i
Cc1ccc(-c2csc(NC(=O)c3cccs3)n2)cc1,i,i
O=C1c2cnccc2CN1Cc1ccccc1,i,i
CSc1ccccc1C(=O)NCc1ccc(C)cc1,i,i
CC(C)c1c(C(=O)N/N=C/c2ccsc2)nnn1-c1nonc1N,i,i
O=C1CC(c2ccccc2)Cc2nc3ncnn3cc21 (centres undefined),i,i
CCc1ccccc1NC(=O)c1nnn(CC(=O)Nc2cccc(C)c2C)c1N,i,i
CCOc1ccccc1NC(=O)NC(=O)N(C)S(=O)(=O)c1ccc(C)cc1,i,i
Nc1nc(NCc2ccco2)nc(Nc2ccccc2)c1[N+](=O)[O-],i,i
O=C(O)CCCCCNC(=O)OCC1c2ccccc2-c2ccccc21,i,i
CCCCCCCCN1[C@@H](CC(=O)O)c2ccc(C(F)(F)F)cc2S1(=O)=O,i,-6.1*
CNS(=O)(=O)c1cccc(C(=O)NCC2(N3CCOCC3)CCCCC2)c1,i,i
COc1cccc(NC(=S)N(Cc2cccc(Br)c2)CC2CCC(C(=O)O)CC2)c1 (centres undefined),i,i
OCCC1CN(Cc2ccc(F)cc2Cl)CCN1CCc1ccccc1 (centres undefined),i,i
CC(C)N(Cc1nc(-c2ccccc2)no1)C(=O)CN(C)S(=O)(=O)c1ccc(Br)cc1,i,i
NC(=O)c1cc(-c2ccccc2)sc1NC(=O)CN1CCCCC1,i,i
O=C(NNC(=O)c1ccccc1Br)c1ccc(SCC2CCCO2)c([N+](=O)[O-])c1 (centres undefined),i,i
O=C(CSc1nnc(CCCOc2ccc(Cl)cc2Cl)o1)Nc1ccc(C(=O)O)cc1,i,i
CSc1ccc(C(=O)c2[nH]c(=O)[nH]c2C)cc1,i,i
Cc1ccc(OCC(O)Cn2c(=N)n(CCN3CCOCC3)c3ccccc32)cc1 (centres undefined),i,i

# 15 compounds already listed, ordered by formula weight, lowest first.
SMILES,CHT allo act,CHT inh
CSc1ccc(C(=O)c2[nH]c(=O)[nH]c2C)cc1,i,i
Oc1[nH]c(N=C2N=c3ccccc3=N2)c2ccccc12,i,i
O=C(/C=C/c1ccco1)NC(=S)N1CCCCC1,i,i
Cc1cc(C)c(S(=O)(=O)c2ccccc2C)c(N(C)C)n1,i,i
CCC(=O)Nc1ccc(S(=O)(=O)NCC2CCCO2)cc1 (centres undefined),i,i
O=C(O)CCCCCNC(=O)OCC1c2ccccc2-c2ccccc21,i,i
CC1(C)CC(=O)CC(C2(O)C(=O)N(Cc3ccccc3)c3ccccc32)O1 (centres undefined),i,i
COc1ccc(N2CCN(C(=O)c3nc4nc(C)cc(C)n4n3)CC2)cc1,i,i
CCOC(=O)N1CCN(C(=O)COc2cc(=O)n(C)c3ccccc23)CC1,i,i
OCCC1CN(Cc2ccc(F)cc2Cl)CCN1CCc1ccccc1 (centres undefined),i,i
COc1ccc(C(=S)N2CCOCC2)cc1OC(=O)c1cccc([N+](=O)[O-])c1,i,i
COc1ccc(N(CC(O)CN2CCOCC2)S(=O)(=O)c2ccccc2)cc1 (centres undefined),i,i
CCS(=O)(=O)c1ccc2oc(SCC(=O)NCCC3=CCCCC3)nc2c1,i,i
O=C(NNC(=O)c1ccccc1Br)c1ccc(SCC2CCCO2)c([N+](=O)[O-])c1 (centres undefined),i,i
COc1cccc(NC(=S)N(Cc2cccc(Br)c2)CC2CCC(C(=O)O)CC2)c1 (centres undefined),i,i

# Continuation:
SMILES,CHT allo act,CHT inh
O=C(NCc1ccc2c(c1)OCO2)c1nc(Cn2ccc([N+](=O)[O-])n2)no1,i,i
CS(=O)(=O)N1CCc2cc(C(=O)Nc3cccc([N+](=O)[O-])c3)ccc21,i,i
COc1ccc(N(CC(=O)N2CCc3ccccc32)S(=O)(=O)c2c(C)nn(C)c2C)cc1,i,i
O=c1ccc2cc([N+](=O)[O-])c(CCO)cc2o1,i,i
Cc1ccc(C(=O)NNC(=O)c2ccccc2-n2cccc2)cc1,i,i
Cc1ccc(S(=O)(=O)/N=C2\C(=O)c3ccccc3C([O-])=C2n2cc[n+](CCC(C)C)c2)cc1,i,i
N#C/C(C(=O)NCc1ccco1)=C1/SC(Cc2ccc(F)cc2)C(=O)N1c1ccccc1 (centres undefined),i,i
Cc1ccc(C(C)(C)NC(=O)C2CCC(=O)N(C3CCCCCC3)C2)cc1 (centres undefined),i,i
Cc1ccc(-n2c(SCC(=O)Nc3cccc(C)c3)nc3c(oc4ccccc43)c2=O)cc1,i,i
O=C1N=C(N2CCOCC2)S/C1=C\c1ccncc1,i,i
c1ccc(Cn2ccc(-c3cnc(-c4ccccc4)s3)n2)cc1,i,i
CCCN1CCN(CCCNC(=O)c2cc3c(s2)-c2c(C)cccc2OC3)CC1,i,i
Cc1ccccc1N1CCN(C(=S)c2ccc(-c3ccc([N+](=O)[O-])cc3)o2)CC1,i,i
S=c1nc(-c2ccc(Br)cc2)oc2c1CCCC2,i,i
CCCCN(CC)Cc1ccc(CNC(=O)Nc2ccc(F)cc2)o1,i,i
Cc1ccc(S(=O)(=O)N2CCN(S(=O)(=O)c3cccs3)CC2)cc1,i,i
O=C(O)CSCC(=O)NCc1ccccc1Cl,i,i
Cc1ccc(C)c(OCCCN2CCCC2)c1,i,i
O=C(CCl)Nc1nc(-c2ccco2)c(-c2ccco2)s1,i,i
Cc1ccc(SCC(=O)Nc2nncs2)cc1,i,i
O=C(NC(=O)c1ccc(Cl)cc1)OC1CCCCC1,i,i
CC(C)Oc1ccccc1/C=N/NC(=O)C1CCCC1,i,i
CCCNc1nc(C)cc(-c2cc(C(=O)NC3CCCC3)on2)n1,i,i
CCN(CC)c1ccc(NC(=O)CN2CCN(CC(=O)Nc3ccc(OC)cc3)CC2)cc1,i,i
CCOC(=O)c1ccccc1NC(=O)c1ccc2nccnc2c1,i,i
O=C(Nc1cccc(Cl)c1)c1ccc(-n2cncn2)c([N+](=O)[O-])c1,i,i
CCC(C)NC(C(=O)Nc1ccc(Cl)c([N+](=O)[O-])c1)c1ccccc1 (centres undefined),i,i
CC(=O)Oc1ccc(N2C(=O)C3C4C=CC(CC4)C3C2=O)cc1[N+](=O)[O-] (centres undefined),i,i
Nc1nnc(SCc2ccc([N+](=O)[O-])cc2)s1,i,i
COCCCNc1cc(C)nc2ccccc12,i,i
CCC(C)(C)C1CCc2[nH]nc(C(=O)O)c2C1 (centres undefined),i,i
CCCNC(=O)C1CCC(CNS(=O)(=O)c2ccc3c(c2)CC(C)N3C(C)=O)CC1 (centres undefined),i,i
CCN(CC)S(=O)(=O)c1ccc(NS(=O)(=O)c2ccc(O)c([N+](=O)[O-])c2)cc1,i,i
CCn1c(N2CCN(CC(=O)c3c(C)n(C)c4ccccc34)CC2)nc2c1c(=O)[nH]c(=O)n2C,i,i
Cc1ccc(-c2nn(CCC#N)cc2C=C(C#N)C#N)cc1,i,i
O=C(CN1CCCC1)Nc1nnc(-c2cccs2)s1,i,i
COc1ccc(CSCCNC(=S)Nc2ccccc2)cc1Cl,i,i
CCN(CC)C(=O)C(=O)c1ccn(-c2c(C)csc2C(=O)OC)c1,i,i
COc1ccc(N=C2SCC(=O)N2Cc2ccccc2)cc1,i,i
COc1cc(C(=O)NC23CC4CC(CC(C4)C2)C3)cc(OC)c1OC,i,i
Cc1[nH]nc2ncc(C(=O)c3cc(Cl)cc(Cl)c3O)cc12,i,i
Cc1cc(C(=O)N/N=C2\CC(=O)CC(C)(C)C2)c2ccccc2n1,i,i
COc1cc(/C=N/Nc2ccc(C(=O)O)cc2)ccc1O,i,i
Nc1nc2n(n1)C1(CCCCC1)C1=C(CCCC1)N2,i,i
O=C(O)C1=C[C@H](C2CC2)C[C@H](OCCCCO)O1,i,i
COc1ccc(Cc2nnc(NC(=O)C3CC(=O)N(CCc4ccc(F)cc4)C3)s2)cc1OC (centres undefined),i,i
S=c1[nH]nc(C2CCCCC2)n1/N=C/c1ccncc1,i,i
COc1cc(/C=C2\C(=N)N3N=C(S(C)(=O)=O)SC3=NC2=O)ccc1OC(=O)c1ccco1,i,i
COC(Cc1nnc(SC)n1-c1ccccc1)OC,i,i
Nc1cc2c3c(cccc3c1)C(=O)N(CCN1CCCC1)C2=O,i,i
Cc1cc(Cl)c2oc(C(=O)N3CCN(c4cccc(C)n4)CC3)c(C)c2c1,i,i
O=C(COc1ccccc1)Nc1ccccc1F,i,i
COc1cccc(-n2c(SCC(=O)O)nnc2-c2cccnc2)c1,i,i
COc1ccc(Cn2c(C)ccc2C)cc1,i,i
O=C(Nc1cccc(C2OCCCO2)c1)c1cccs1,i,i
CC1CCc2cc(F)ccc2N1C(=O)CSc1nnc2c3ccccc3n(C)c2n1 (centres undefined),i,i
COc1cccc(C2=NOC(C(=O)Nc3ccc(OC)c(OC)c3)C2)c1 (centres undefined),i,i
O=C(O)c1ccc(-n2nnnc2SCc2ccccc2)cc1,i,i
CCN1CCN(Cc2ccc(NC(=O)Nc3cccs3)cc2)CC1,i,i
O=S(=O)(c1ccc(-c2csc(-c3cccnc3)n2)cc1)N1CCCCC1,i,i

# (list continues)
SMILES,CHT allo act,CHT inh
CCOC(=O)N1CCN(C(=O)CSCC(=O)Nc2nc(-c3ccc(Cl)s3)cs2)CC1,i,i
CCc1ccc(C(=O)C(C)OC(=O)c2nc3nc(C)cc(C)n3n2)cc1 (centres undefined),i,i
O=C(CC1(O)C(=O)Nc2ccccc21)c1cccc(-n2cccc2)c1 (centres undefined),i,i
CC1CN(C(=O)c2cc3c(s2)CCC3)CC(C)O1 (centres undefined),i,i
CCc1nnc(NC(=O)CSc2nnc(COc3cccc(C)c3)o2)s1,i,i
Cc1ccc(/C=C2\SC(=S)N(CCC(=O)NNS(=O)(=O)c3ccccc3)C2=O)cc1,i,i
O=C(/C=C/c1ccco1)OCC1CCCN2CCCCC12 (centres undefined),i,i
CCOC(=O)CC1=NN(c2ccccc2)C(=O)/C1=C\c1ccc(OC)cc1OC,i,i
COC(=O)C1=C(C)NC(=O)NC1c1ccccc1 (centres undefined),i,i
CC1CCCC(NS(=O)(=O)c2cc(Br)cnc2N)C1C (centres undefined),i,i
CC(C)(C)OC(=O)NCCCCC1=CC2=CC(=O)C(C)(OC(=O)c3ccco3)C(=O)C2=CO1 (centres undefined),i,i
COc1cc(C(=O)Oc2c(OC)cc(C(=S)N3CCOCC3)cc2OC)cc(OC)c1OC,i,i
COc1ccccc1CNc1ncc(-c2ccc(F)cc2)n1C,i,i
CCOc1ccc(-c2cccc(NS(=O)(=O)c3ccccc3[N+](=O)[O-])c2)nn1,i,i
CC(=C\c1ccccc1)/C=C1/SC(=S)N(CCC(=O)Nc2ccccn2)C1=O,i,i
COc1ccc(OC)c(C2C3=C(N=C4SCC(=O)N42)c2ccccc2CC3)c1 (centres undefined),i,i
CCN(CC(=O)Nc1c(F)cccc1F)C(=O)CSc1nnc(-c2ccco2)n1CC,i,i
CCOC(=O)c1sc2nc(SC)nc(-c3ccccc3)c2c1N,i,i
CCN1CCN(CCc2nc3cc(NC(=O)COc4ccc(Cl)cc4)ccc3n2C)CC1,i,i
COc1ccccc1-c1cc(-c2ccccc2)nc(=O)[nH]1,i,i
CCCC(c1nnnn1Cc1ccco1)N1CCN(c2cc(Cl)ccc2C)CC1 (centres undefined),6.66*,i
CC(C)N(C)Cc1nnnn1CC(=O)NCc1cc(F)cc(C(F)(F)F)c1,i,i
COCCNC(=O)C(OC(=O)c1ccco1)c1ccccc1Cl (centres undefined),i,i

# High-throughput results (PubChem)
